Screening data: PubChem BioAssay, several laboratories
HIV RNase H inh – blocks HIV-1 RNase H cleavage of RNA/DNA duplex | AID 565 | inhibition, % at 10 µM | P04585 | 1.9% of 65,000 active | RT-RNase H RNA/DNA duplex cleavage, fluorescence; in the data active = inhibition above about 50%
RmlCD inh mix – inhibitors of RmlC and RmlD coupled enzymes; inhibition, % at 5.5 µM; 0.39% of 110,000 active; RmlC/RmlD coupled enzyme inhibition, 384-well mixture HTS; in the data active = inhibition above about 30%, passing the limit was not always enough; also: strong numbers were not always called active
* = called active by the depositor; nt = not tested or not shown.

SMILES	HIV RNase H inh	RmlCD inh mix
Nc1cccc(S(=O)(=O)c2cccc(N)c2)c1	-12	nt
CCOC(=O)c1nnn(-c2nonc2-n2cccc2)c1CN1CCOCC1	nt	-12
O=C1CCN(N=Nc2cccc(Cl)c2)N1	nt	10
CCOC(=O)C1=C(CN2CCCCC2)NC(=O)NC1c1cc(C)ccc1C (centres undefined)	nt	1
O=C(/C=C/c1ccc(Cl)cc1Cl)NCc1ccncc1	nt	3
CCOC(=O)CSc1nc2sc(C)c(C)c2c(=O)n1C	-20	14
COc1cc(C2N(c3ccccc3)CCN2c2ccccc2)ccc1OC(C)=O	2	-15
Cc1cc(N=Cc2c(O)n(-c3ccc4c(c3)OCO4)c(=O)c3ccccc23)ccn1	-8	-3
CCOc1c(Br)cc(CNc2ncn[nH]2)cc1OC	-7	-14
Clc1ccc(OCc2nn3c(-c4ccncc4)nnc3s2)cc1	-10	2
CC1=C(c2ccc(Cl)cc2)[N+](=O)C(C)(C)N1[O-]	10	nt
NNC(=O)CNC(=O)c1ccccc1F	nt	6
Cc1ccccc1NC(=O)CN1CCC(NC(=O)Nc2ccccc2)CC1	2	-10
OCC12COC3c4ccccc4C(OC1)N32 (centres undefined)	-12	1
Cc1ccc(N2CCN(S(=O)(=O)N(C)C)CC2)c(C)c1	-7	-4
O=C1COc2ccc(C(=O)COC(=O)C3CCN(S(=O)(=O)c4cccs4)CC3)cc2N1	4	-7
CCN(CC)C(=O)CSc1nnc(-c2ccccn2)n1-c1ccc(C)c(C)c1	-5	2
O=C(Nc1cccnc1)c1ccc(COc2ccccc2Br)o1	-9	10
O=c1c2[nH]c3ccccc3c2ncn1Cc1ccco1	nt	10
COc1ccccc1OCC(=O)Nc1cccc(-c2nc3ccccc3o2)c1	-5	4
O=C(Cc1cccs1)N(c1ccc(Cl)cc1)C1C=CS(=O)(=O)C1 (centres undefined)	-3	-11
Cc1ccc(-c2nc3ncccc3o2)cc1NC(=O)c1ccco1	-8	-8
CCC1=C/C(=C/N(C)c2ccccc2)C(=O)S1	5	-2
CCOC(=O)c1nn(-c2sc(C(=O)OC)c(C)c2C(=O)OC)cc1O	2	-14

Four entries already listed, arranged by count of non-hydrogen atoms, smallest number first.
SMILES	HIV RNase H inh	RmlCD inh mix
CCC1=C/C(=C/N(C)c2ccccc2)C(=O)S1	5	-2
O=C(Nc1cccnc1)c1ccc(COc2ccccc2Br)o1	-9	10
Cc1ccc(-c2nc3ncccc3o2)cc1NC(=O)c1ccco1	-8	-8
CCN(CC)C(=O)CSc1nnc(-c2ccccn2)n1-c1ccc(C)c(C)c1	-5	2

(listing goes on)
SMILES	HIV RNase H inh	RmlCD inh mix
COC(=O)c1ccc(CSc2nnc(-c3c[nH]c4ccccc34)n2C)o1	-2	-10
CN(CC(=O)Nc1nc2ccccc2s1)S(=O)(=O)c1ccccc1	-7	-51
COCc1cc(C)n(CC(=O)Nc2cccc(C)c2)c(=O)c1C#N	nt	-4
COc1ccc(C2=CC3=C(Br)C(=O)C(C)(OC(=O)c4ccc(Cl)nc4)C(=O)C3=CO2)cc1 (centres undefined)	nt	-31
CSc1nc(C)cc(OCCNS(=O)(=O)c2ccc(C)cc2)n1	nt	9
Cc1ccc(N(CC(=O)N2CC(=O)Nc3ccccc32)S(=O)(=O)c2ccc3c(c2)OCCO3)cc1	nt	5
CCOC(=O)/C(C#N)=C\C=C1C=CN(C)C=C1	nt	18
CS(=O)(=O)N1c2ccccc2[C@]2(Br)C[C@H]3C(=O)N[C@@H](Cc4ccccc4)C(=O)N3[C@H]12	nt	-6
Cc1[nH]n(-c2ccccc2)c(=O)c1/C=N/O	-13	-10
Cc1occc1C(=O)NCc1cccs1	2	7
Cc1oc(-c2ccccc2)cc1C(=O)Nc1ccc(N(C)C)cc1	nt	-24
CC1CCN(c2ccc3c(c2)S(=O)(=O)c2ccccc2C3=O)CC1	nt	10
Cc1nn(-c2ccccc2)c(C)c1/C=N/O	-17	-9
O=C1CC(=C2c3ccccc3-c3ccccc32)C(=O)N1CCN1CCN(c2cccc(Cl)c2)CC1	nt	-9
Cc1nnc(SCC(=O)n2c3c(c4ccccc42)CCCC3)s1	-6	-13
COc1ccc(NC(=O)CSc2ccccn2)cc1	nt	0
COc1ccc2c(c1)CCc1c(C(=O)N3CCc4ccccc4C3)noc1-2	-1	-12
CCOc1ccc(-c2nnn(CC(=O)Nc3ccccc3OC)n2)cc1OCC	22	8
O=C(N/C(=C\c1cccc([N+](=O)[O-])c1)C(=O)N1CCCCC1)c1cccs1	nt	11
CCCNC(=O)c1cc(-c2ccc(Br)cc2)on1	-10	nt
COc1ccc(NC(=O)c2sccc2C)c([N+](=O)[O-])c1	nt	-10
Cc1ccccc1S(=O)(=O)Nc1nc2ccccc2nc1N1CCOCC1	3	50
C=C(C)C1CC=C(C)/C(=N/NC(=O)CNc2ccc(OCC)cc2)C1 (centres undefined)	nt	-6
O=C(Nc1cccnc1)c1ccc2c(c1)OCO2	-6	-11
Cc1cc(C)c2nc(NNC(=O)c3ccc(S(=O)(=O)N4CCc5ccccc5C4)cc3)sc2c1	nt	3
O=C(NC(C(=O)N/N=C/c1cccc2ccccc12)c1n[nH]c(=O)c2ccccc12)c1ccccc1 (centres undefined)	nt	-1
CC(C(=O)Nc1ccc2c(c1)OCCO2)N1CCN(C(=O)c2ccco2)CC1 (centres undefined)	nt	-7
Cc1ccc(NCc2nnc(SCCN3CCCCC3)n2CC2CCCO2)cc1Cl (centres undefined)	1	12
COc1ccc2c(CCNC(=O)c3ccco3)c[nH]c2c1	2	nt
Clc1ccc(COc2ccccn2)cc1Cl	nt	6
CC(=O)N(C)c1ccc(NC(=O)C(F)(F)F)cc1	nt	-2
O=C(Oc1ccccc1)N1CCN(c2ccc(F)cc2)CC1	-6	2
Cc1cc(C)nc(-n2nc(C)cc2Nc2ccccc2)n1	-58	4
CCCOC(=O)c1ccc(NC(=O)C2CCCO2)cc1 (centres undefined)	6	-5
CCOC(=O)c1ccc(-n2[nH]c(-c3ccccc3)cc2=O)cc1	-4	3
CCOc1ccc(-n2c(SCc3nc(-c4ccc(C)cc4)no3)nnc2-c2ccncc2)cc1	nt	4
COc1ccc(OC)c(NC(=O)COc2ccc(S(=O)(=O)NC(C)C)cc2)c1	-11	1
CC1=CC(=O)[C@H]2C(C)(C)CCC[C@]2(C)[C@@]1(O)CO	nt	7
CCC(C)c1nc2c(c(N3CCC3=O)c1-c1ccccc1)CCCC2 (centres undefined)	nt	16
Clc1ss/c(=N\c2ccccn2)c1Cl	68*	-9
O=C(O)CC(C(=O)N(c1ccccc1)c1ccccc1)N1CCOCC1 (centres undefined)	-6	nt
COc1ccccc1CNC(=O)c1cnccn1	nt	-5
Nc1ccc(O)c2c(=O)cc(-c3ccccc3Cl)oc12	nt	-6
CCC(c1nnnn1CCOC)N(Cc1cc2c(C)cc(C)cc2[nH]c1=O)CC1CCCO1 (centres undefined)	nt	15
O=S(=O)(Nc1nc2ccccc2nc1NCc1ccco1)c1cccs1	-7	5
Cc1c(-c2ccccc2)sc(Br)c1C(=O)N1CCOCC1	nt	-1
O=C(Nc1ccccc1)N(C1=NCCC1)c1ccc(OC(F)F)cc1	-10	nt
CC(=O)c1cccc(NC(=O)c2cc(-c3ccc(F)cc3)on2)c1	2	31
N#Cc1ccccc1/C=N/Nc1nc(-c2ccccc2)c2cc(Br)ccc2n1	nt	-15
COc1ccnc(CSC(N)=Nc2ccc(F)cc2)c1	nt	-12
Clc1ccc(OCc2cc(-c3ccccc3)no2)c(Cl)c1	nt	-1
O=C(Nc1ccc(Cc2ccc(NC(=O)C3CC3)c(O)c2)cc1O)C1CC1	5	5
Brc1cccc(/C=N\n2cnnc2)c1	-3	4
O=C1CCC(=O)N(O)CCCCCNC(=O)CCC(=O)N(O)CCCCNC(=O)CCC(=O)N(O)CCCCCN1	nt	-8
COc1ccccc1C(c1nnnn1C(C)(C)C)N1CCN(Cc2ccncc2)CC1 (centres undefined)	-20	-15
CCN1CCN(C(c2cccs2)C(C)NS(=O)(=O)c2ccc(F)cc2)CC1 (centres undefined)	-1	-13
CC(C)(C)NC(=O)COC(=O)c1cc(F)c(F)cc1Cl	nt	-4
N#CCC(=N)N1CCN(c2cccc(Cl)c2)CC1	nt	7
CCN(CC)C1=NC(=[N+](CC)CC)c2ccccc21	nt	-1
COc1ccc(NC(=O)Nc2ncccc2C)cc1	nt	-28

(next part)
SMILES	HIV RNase H inh	RmlCD inh mix
Cc1cc(=O)[nH]c(N2CCCC2)n1	3	3
Cc1nnc(NC(=O)CSc2nc3ccccc3o2)s1	nt	-11
CCOc1ccc(C2/C(=C(/O)c3ccccc3)C(=O)C(=O)N2CCCN(C)C)cc1OC (centres undefined)	-2	nt
O=C(Cc1cccs1)NCc1ccco1	11	-6
CCOC(=O)C1CCC2(CC1)C(C#N)=C(N)Oc1n[nH]c(C)c12 (centres undefined)	nt	13
C=Cn1ccnc1P(=S)(c1c(C)nn(-c2ccccc2)c1C)c1nccn1C=C	-4	-12
O=C1c2ccccc2C(Nc2ccc3nc(-c4cccnc4)[nH]c3c2)N1Cc1ccco1 (centres undefined)	-2	-4
NC(=O)CSP(=O)(c1ccccc1)c1ccccc1	23	35
Cc1cc(-c2nc3ncccc3o2)ccc1NC(=O)CC(C)C	-11	19
COc1ccc(CNC(=O)C2(CC3CC(c4ccccc4)=NO3)CCN(C(=O)CCCCCBr)CC2)cc1 (centres undefined)	nt	4
Cc1cc(C)c(S(=O)(=O)NCc2ccc3c(c2)cc(C)n3C)c(C)c1	nt	10
CC1CCCC(C)N1C(=O)CSc1nnnn1-c1cccc2c1CCCC2 (centres undefined)	nt	-11

Reprinted from the part before: 7 compounds, then new ones.
SMILES	HIV RNase H inh	RmlCD inh mix
C=Cn1ccnc1P(=S)(c1c(C)nn(-c2ccccc2)c1C)c1nccn1C=C	-4	-12
O=C1c2ccccc2C(Nc2ccc3nc(-c4cccnc4)[nH]c3c2)N1Cc1ccco1 (centres undefined)	-2	-4
NC(=O)CSP(=O)(c1ccccc1)c1ccccc1	23	35
Cc1cc(-c2nc3ncccc3o2)ccc1NC(=O)CC(C)C	-11	19
COc1ccc(CNC(=O)C2(CC3CC(c4ccccc4)=NO3)CCN(C(=O)CCCCCBr)CC2)cc1 (centres undefined)	nt	4
Cc1cc(C)c(S(=O)(=O)NCc2ccc3c(c2)cc(C)n3C)c(C)c1	nt	10
CC1CCCC(C)N1C(=O)CSc1nnnn1-c1cccc2c1CCCC2 (centres undefined)	nt	-11
O=C1CCC(C(=O)OCc2cc(Cl)ccc2OC(F)F)N1 (centres undefined)	-19	-11
CCOC(=O)C1CCCN(Cc2cccs2)C1 (centres undefined)	nt	4
O=C(NCCO)C1(c2ccccc2)CCCC1	-8	-6
Cn1c(=O)n(Cc2ccccc2)c(=O)c2c1nc(NCC1CCCO1)n2Cc1ccccc1 (centres undefined)	-1	12
CC(=O)C1=C(O)C(=O)N(c2nccs2)C1c1ccc(Br)cc1 (centres undefined)	nt	13
CC1CCN(C2CC(=O)N(c3ccc(Br)cc3Br)C2=O)CC1 (centres undefined)	49	nt
O=c1c2ccccc2c2ccccc2c(=O)n1Cc1ccco1	-48	-9
CCOCC(=O)Nc1nc(-c2ccccc2)c(CC)s1	nt	5
Cc1ccc(O)c([C@H](CCN(C(C)C)C(C)C)c2ccccc2)c1	nt	-10
COc1ccc(N(CC(=O)NCc2ccco2)S(=O)(=O)c2c(C)nn(C)c2C)cc1	3	10
CCN(CC)CCCN=Cc1c(O)n(CCc2ccc(OC)c(OC)c2)c(=O)[nH]c1=O	-14	0
CN(C)CCCN1C(=O)c2oc3ccccc3c(=O)c2C1c1cccs1 (centres undefined)	-2	13
COCC(=O)Nc1nnc(Cc2ccc(OC)cc2)s1	nt	7
CN1C(=O)CSc2ccc(NC(=O)NCc3cccnc3)cc21	-13	-15
COc1cccc(C(=O)Cn2c(NCCO)nc3ccccc32)c1	nt	5
O=C(CN1C(=O)c2cccc3cccc1c23)N1CCN(c2ccc(F)cc2)CC1	-4	-6
COc1ccc(Cc2nc(-c3ccc(-n4cccc4)cc3)no2)cc1OC	-53	-7
COc1ccc(COc2ccsc2C(=O)Nc2ccc(Cl)c(Cl)c2)cc1	nt	-24
C=C(C)C1CCC(C)=C1CC(C)(C)/C=N\n1cnnc1 (centres undefined)	-25	7
O=C(CN1CCOCCOCCOCCOCC1)Nc1ccccc1	nt	-5
COC(=O)c1cc2oc(C)cc2n1CC(=O)Nc1cc(C)cc(C)c1	20	-9
CCOC(=O)c1c(C)[nH]c(C(=O)C(C)Sc2ccc(Cl)cc2)c1C (centres undefined)	nt	-9
CN(CCCNC(=O)C1CCN(S(=O)(=O)N2CCC3(CC2)OCCO3)CC1)Cc1ccccc1	-2	11
CCN(CC)S(=O)(=O)c1cc(C(=O)n2cccn2)c(Cl)cc1Cl	-1	-7
COCCn1nnnc1C(c1cc2cc(OC)ccc2[nH]c1=O)N1CCC(Cc2ccccc2)CC1 (centres undefined)	16	-4
CCN1CCCC1CNC(=O)C1c2ccccc2C(=O)N(CCOC)C1c1ccc(F)cc1 (centres undefined)	-5	-7
Cc1ccc(/C=C(\NC(=O)c2ccc(C)cc2)c2nc(=S)[nH][nH]2)cc1	nt	-12
O=C(c1ccco1)N1CCN(c2ncnc3c2[nH]c2ccccc23)CC1	6	nt
CCCn1c(SCC(=O)N2CCN(S(=O)(=O)c3ccc(Cl)cc3)CC2)n[nH]c1=O	-16	-13
O=c1cc(N2CCCCC2)c(-c2ccccc2)nn1Cc1ccc(Cl)cc1Cl	nt	9
O=C1CCCc2nc(N3CCN(C(c4ccccc4)c4ccccc4)CC3)ncc21	1	2
O=C(COc1ncnc2ccccc12)NC1CCS(=O)(=O)C1 (centres undefined)	-8	-1
COC(=O)Nc1cccn(Cc2c(Cl)cccc2Cl)c1=O	nt	-8

The list is partial; the hit share may differ from the screen's.
